Source: PubChem
Yfh1-off respiration = enhancers of respiration in Yfh1-depleted yeast, dose response, Friedreich's ataxia, plus single-dose screen (AID 1465) | fold induction at 50 µM; hits with a dose series show EC50 in µM | 0.074% of 220,000 active | S. cerevisiae Yfh1-off respiration, WST-1 reduction, 72 h; higher fold induction means a stronger effect;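 active = fold induction of absorbance versus untreated yeast above a set limit, then at least 30% activation at any dose in follow-up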;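 also: activators that raise dye reduction in frataxin-depleted yeast; strong numbers were not always called active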
P. falciparum M17LAP = P. falciparum M17LAP inhibitors, primary screen, biochemical, fluorogenic H-Leu-NHMec substrate, 1536-well (AID 1619); recombinant M17LAP, H-Leu-NHMec fluorogenic kinetic assay; higher % means a stronger effect; one-dose inhibition, % at 30 µM; IC50 in µM for titrated hits; 0.38% of 220,000 active;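 active = compound inhibiting the enzyme by more than half at any dose during confirmatory dose-response retesting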;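 also: plate controls were full reaction with DMSO carrier for no effect and no enzyme background for full effect; strong numbers were not always called active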
Insulin prom up = MIN6 insulin promoter up-regulation. MIN6 insulin promoter-GFP reporter, high-content imaging; stronger effect = higher value. z-score at 5 µM. 0.3% of 190,000 active. AID 1625;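 active = z-score above 3 at 5 µM with at least 500 cells counted in the well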
Lipid droplet = hepatic lipid droplet formation modulation. AID 1656. 0.4% of 240,000 active. AML12 mouse hepatocytes, oleate lipid droplets, BODIPY imaging. inhibition, % at 6.5 µM;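 active = lipid droplet intensity inhibited by at least 50%, with more than 500 cells counted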
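Assay system: AML12 hepatocytes (mouse) / Also added: 100 µM oleic acid challenge / Times: overnight treatment with compound plus oleate / Detection: high-content imaging of BODIPY-stained droplets and DAPI nuclei / Evaluation: % inhibition of lipid droplet signal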
Dynein transport = blocks dynein driven cargo transport along microtubules; 3617.4 mouse cells, GR-EGFP nuclear translocation imaging; test concentration mostly 20 µM; stimulated with dexamethasone, 1 µM; stronger effect = lower value; 0.47% of 220,000 active; AID 1381; z-score, hits read low;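 active = plate z-score of nuclear minus cytoplasmic receptor signal below a set negative limit, without overly bright fluorescence or cell loss, cut at about -3.5 in these data, passing the limit was not always enough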;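 also: z-score of nuclear minus cytoplasmic ring GR-EGFP intensity difference per well; some compounds called inactive have numbers as strong as hits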
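medium = tetracycline-free induction medium containing charcoal-stripped FBS | also added = 1.0 µM final dexamethasone stimulus | schedule = 48 h induction, 1 h compound, 30 min dex at 37 °C | technique = fixed, Hoechst-stained cells imaged at 10x for EGFP | measure = GR-EGFP nuclear translocation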
MT stabilizer = microtubule stabilizers in HeLa cells | HeLa tubulin immunostaining HCS, 24 h; share of cells brighter than vehicle mean+2SD | % tubulin-high responders, % at 10 µM | 0.83% of 200,000 active | AID 2205;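 active = plate Z-score above 3 for both tubulin-high and condensed-nucleus cell shares, with cell loss under 80%, at 10 µM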;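 also: anti alpha tubulin signal scored within the nucleus-defined area of each cell; some results filed as inactive read as strong as hits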
Autophagy HCS = modulators of autophagy; MEF GFP-LC3 puncta imaging; test concentration mostly 10 µM; AID 463193; calls only at 10 µM (by protocol); 0.98% of 190,000 active;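 active = percentage of spot-positive cells more than 3 SD above its plate mean, without a fluorescence outlier flag or 80% toxicity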;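 also: spot-positive cell cutoff set from DMSO-treated cells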
M1AAP inhibition = malaria alanyl aminopeptidase activity blockers – biochemical, fluorogenic H-Leu-NHMec substrate, 1536-well (AID 1445); 0.42% of 220,000 active; inhibition, % at 30 µM, or IC50 in µM where a hit was titrated; recombinant M1AAP, H-Leu-NHMec fluorogenic kinetic assay; higher % means a stronger effect;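 active = primary inhibition above the hit cutoff, then over 50% inhibition at one or more dose response concentrations, cut at about 23% in these data, passing the limit was not always enough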;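 also: plate controls were DMSO full reaction for no effect and no enzyme background for full effect; strong numbers were not always called active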
CSM14.1 death rescue = rescue of cells from ER stress-induced death, primary screen, 384-well, CSM14.1, thapsigargin, ATP luminescence (AID 1222) | one-dose cellular ATP content (survival), % at 20 µM; EC50 in µM for titrated hits | 190,000 tested, under 10 active | CSM14.1 thapsigargin-induced death rescue, ATP luminescence; higher % means a stronger effect;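 active = EC50 below 50 µM in the dose-response confirmation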;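 also: death triggered by thapsigargin at about 15 µM added after 2 h compound pretreatment; cell ATP read after overnight thapsigargin exposure of roughly 18 to 22 hours; normalized against plate controls of thapsigargin alone and 5% DMSO vehicle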
Dynein transport cytoplasmic EGFP = second read-out of Dynein transport, no call of its own (marks repeat the call); z-score; measured here: cytoplasmic GR-EGFP intensity; stronger effect = higher value
Dynein transport nuclear GR-EGFP = recorded beside Dynein transport, whose call it bears; z-score; measured here: nuclear GR-EGFP intensity;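 lower value marks the stronger effect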
Dynein transport cell count = also measured in Dynein transport; calls as there; z-score; measured here: cell count per field
Insulin prom up cell count = further read-out of Insulin prom up, marked with its call; cell count; measured here: cytotoxicity, nuclei count;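 total cells summed across four imaged fields per well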
Lipid droplet cells 6.5 µM = further read-out of Lipid droplet, marked with its call; cell count; measured here: cell count, cytotoxicity flag;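 cells counted across two imaged fields per well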
MT stabilizer Hoechst-high % = also measured in MT stabilizer; calls as there; % Hoechst-high responders; measured here: nuclear condensation Hoechst responders;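 share of cells brighter than vehicle mean plus two SD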
MT stabilizer cytotoxicity % = recorded beside MT stabilizer, whose call it bears; toxicity, %; measured here: cytotoxicity by cell density;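 0% = mean cell density of plate MIN control wells and 100% = no cells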
Autophagy HCS cell loss 18 h = also measured in Autophagy HCS; calls as there; toxicity, %; measured here: cell loss, nuclei count;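 cell loss after 18 h compound exposure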
Active calls of the source: *.

What do the screens show for `O=C(CSc1cccc[n+]1[O-])CSc1cccc[n+]1[O-]`?
Yfh1-off respiration: inactive; P. falciparum M17LAP: 1.7%; Insulin prom up: 0.03; Lipid droplet: -12.8; Dynein transport: 0.0719; MT stabilizer: 2.4; Autophagy HCS: inactive; M1AAP inhibition: 4.9%; CSM14.1 death rescue: 16.4%; Dynein transport cytoplasmic EGFP: 0.0188; Dynein transport nuclear GR-EGFP: 0.685; Dynein transport cell count: -0.366; Insulin prom up cell count: 1661; Lipid droplet cells 6.5 µM: 562; MT stabilizer Hoechst-high %: 2.3; MT stabilizer cytotoxicity %: 8.1; Autophagy HCS cell loss 18 h: 16.8

How did COCCNC(=S)N(CCc1c(C)[nH]c2ccc(C)cc12)Cc1cc(OC)c(OC)c(OC)c1 do in these assays?
P. falciparum M17LAP: -5.2%; Insulin prom up: 0.06; Lipid droplet: -6.0; Dynein transport: 2; MT stabilizer: 1.6; Autophagy HCS: inactive; M1AAP inhibition: 4.3%; CSM14.1 death rescue: -1.5%; Dynein transport cytoplasmic EGFP: 0.0411; Dynein transport nuclear GR-EGFP: 2.25; Dynein transport cell count: -1.91; Insulin prom up cell count: 1109; Lipid droplet cells 6.5 µM: 693; MT stabilizer Hoechst-high %: 3.8; MT stabilizer cytotoxicity %: 10.4; Autophagy HCS cell loss 18 h: -1.1

Results for CCOC(=O)C1(CCOC)CCN(C2C3CC4CC(C3)CC2C4)CC1 (centres undefined) ?
Yfh1-off respiration: inactive; P. falciparum M17LAP: 0.2%; Insulin prom up: -0.99; Lipid droplet: 1.2; Dynein transport: -0.794; MT stabilizer: 1.2; Autophagy HCS: inactive; M1AAP inhibition: 0.2%; CSM14.1 death rescue: -1.9%; Dynein transport cytoplasmic EGFP: -0.286; Dynein transport nuclear GR-EGFP: -0.411; Dynein transport cell count: 0.871; Insulin prom up cell count: 1393; Lipid droplet cells 6.5 µM: 638; MT stabilizer Hoechst-high %: 1.0; MT stabilizer cytotoxicity %: 2.2; Autophagy HCS cell loss 18 h: 23.8

What do the screens show for `CC(C)(C)NC(=O)c1ccc(NC(=O)C2COc3ccccc3O2)cc1` (centres undefined)?
Yfh1-off respiration: inactive; P. falciparum M17LAP: 9.1%; Insulin prom up: -0.79; Lipid droplet: -2.4; Dynein transport: 0.364; MT stabilizer: 2.9; Autophagy HCS: inactive; M1AAP inhibition: 2.8%; CSM14.1 death rescue: -4.5%; Dynein transport cytoplasmic EGFP: -0.197; Dynein transport nuclear GR-EGFP: 0.632; Dynein transport cell count: 0.418; Insulin prom up cell count: 1187; Lipid droplet cells 6.5 µM: 734; MT stabilizer Hoechst-high %: 2.0; MT stabilizer cytotoxicity %: 4.2; Autophagy HCS cell loss 18 h: 11.5

Results for Cc1cc(C)nc(SCc2nc3nc(C)cc(C)n3c2Br)n1 ?
Yfh1-off respiration: inactive; P. falciparum M17LAP: -32.3%; Insulin prom up: -0.52; Dynein transport: 2.34; MT stabilizer: 3.1; Autophagy HCS: inactive; M1AAP inhibition: 3.8%; CSM14.1 death rescue: 0.5%; Dynein transport cytoplasmic EGFP: -0.126; Dynein transport nuclear GR-EGFP: 1.61; Dynein transport cell count: -1.02; Insulin prom up cell count: 1380; MT stabilizer Hoechst-high %: 1.5; MT stabilizer cytotoxicity %: 11.0; Autophagy HCS cell loss 18 h: 1.1

How did CCN(CC)S(=O)(=O)c1ccc(C(=O)Nc2nnc(-c3ccco3)o2)cc1 do in these assays?
Yfh1-off respiration: inactive; P. falciparum M17LAP: 2.6%; Lipid droplet: 5.1; Dynein transport: -0.799; MT stabilizer: 5.8; Autophagy HCS: inactive; M1AAP inhibition: -21.9%; CSM14.1 death rescue: 1.2%; Dynein transport cytoplasmic EGFP: -0.273; Dynein transport nuclear GR-EGFP: -0.502; Dynein transport cell count: 0.953; Lipid droplet cells 6.5 µM: 711; MT stabilizer Hoechst-high %: 1.8; MT stabilizer cytotoxicity %: 1.9; Autophagy HCS cell loss 18 h: 19.1

What do the screens show for `COCCCNc1nc2nonc2nc1N(C)CC1CCCN1C` (centres undefined)?
Yfh1-off respiration: inactive; P. falciparum M17LAP: 21.8%; Lipid droplet: -4.4; Dynein transport: 0.208; MT stabilizer: 1.2; Autophagy HCS: inactive; M1AAP inhibition: 10.3%; CSM14.1 death rescue: -1.1%; Dynein transport cytoplasmic EGFP: -0.226; Dynein transport nuclear GR-EGFP: 0.436; Dynein transport cell count: -0.4; Lipid droplet cells 6.5 µM: 719; MT stabilizer Hoechst-high %: 1.8; MT stabilizer cytotoxicity %: 3.3; Autophagy HCS cell loss 18 h: -5.2

How did O=C(CCCc1nc2ccccc2s1)Nc1ccc(N2CCOCC2)cc1 do in these assays?
Yfh1-off respiration: inactive; P. falciparum M17LAP: 1.1%; Insulin prom up: -0.18; Lipid droplet: 23.7; Dynein transport: 1.92; MT stabilizer: 2.6; Autophagy HCS: inactive; M1AAP inhibition: 1.9%; CSM14.1 death rescue: -1.2%; Dynein transport cytoplasmic EGFP: -0.352; Dynein transport nuclear GR-EGFP: 0.97; Dynein transport cell count: -1.96; Insulin prom up cell count: 1670; Lipid droplet cells 6.5 µM: 644; MT stabilizer Hoechst-high %: 1.6; MT stabilizer cytotoxicity %: 6.1; Autophagy HCS cell loss 18 h: 2.3

What do the screens show for `Cc1nn(C)c(Cl)c1CN1CCC(CO)(CC2CCCCO2)CC1` (centres undefined)?
Yfh1-off respiration: inactive; P. falciparum M17LAP: 8.3%; Insulin prom up: -0.14; Lipid droplet: -4.4; Dynein transport: 0.583; MT stabilizer: 1.2; Autophagy HCS: inactive; M1AAP inhibition: -3.8%; CSM14.1 death rescue: -0.6%; Dynein transport cytoplasmic EGFP: -0.167; Dynein transport nuclear GR-EGFP: 0.159; Dynein transport cell count: -0.409; Insulin prom up cell count: 1085; Lipid droplet cells 6.5 µM: 696; MT stabilizer Hoechst-high %: 2.0; MT stabilizer cytotoxicity %: 6.8; Autophagy HCS cell loss 18 h: -13.5

Results for COc1ccc(NC(=O)Nc2cccc([N+](=O)[O-])c2)cc1Cl ?
Yfh1-off respiration: inactive; P. falciparum M17LAP: -3.3%; Insulin prom up: -1.07; Lipid droplet: -2.6; Dynein transport: 0.0741; MT stabilizer: 6.4; Autophagy HCS: inactive; M1AAP inhibition: 2.3%; CSM14.1 death rescue: -2.4%; Dynein transport cytoplasmic EGFP: -0.234; Dynein transport nuclear GR-EGFP: -0.159; Dynein transport cell count: 0.278; Insulin prom up cell count: 1170; Lipid droplet cells 6.5 µM: 624; MT stabilizer Hoechst-high %: 3.4; MT stabilizer cytotoxicity %: 6.3; Autophagy HCS cell loss 18 h: 0.0

What do the screens show for `CNC(=O)CN(Cc1ccccc1)S(=O)(=O)c1ccccc1`?
Yfh1-off respiration: inactive; P. falciparum M17LAP: -3.2%; Insulin prom up: 1.26; Dynein transport: 0.112; MT stabilizer: 4.3; Autophagy HCS: inactive; M1AAP inhibition: 13.1%; CSM14.1 death rescue: -1.8%; Dynein transport cytoplasmic EGFP: -0.135; Dynein transport nuclear GR-EGFP: 0.378; Dynein transport cell count: 0.209; Insulin prom up cell count: 1619; MT stabilizer Hoechst-high %: 3.0; MT stabilizer cytotoxicity %: 6.2; Autophagy HCS cell loss 18 h: -8.0

What do the screens show for `COC(=O)CCCCCCCC(=O)Nc1nnc(C(F)(F)F)s1`?
Yfh1-off respiration: inactive; P. falciparum M17LAP: -5.1%; Lipid droplet: 11.3; Dynein transport: -0.717; M1AAP inhibition: -10.3%; Dynein transport cytoplasmic EGFP: -0.295; Dynein transport nuclear GR-EGFP: -0.603; Dynein transport cell count: 1.63; Lipid droplet cells 6.5 µM: 734

How did C=CCN(C(=O)CNC(=O)c1cccs1)C(C(=O)NC(C)(C)C)c1ccccc1 (centres undefined) do in these assays?
Yfh1-off respiration: inactive; P. falciparum M17LAP: -5.2%; Insulin prom up: 0.63; Lipid droplet: -19.8; Dynein transport: -0.359; MT stabilizer: 1.4; Autophagy HCS: inactive; M1AAP inhibition: 5.4%; CSM14.1 death rescue: -0.8%; Dynein transport cytoplasmic EGFP: 0.278; Dynein transport nuclear GR-EGFP: -0.0178; Dynein transport cell count: 0.578; Insulin prom up cell count: 1451; Lipid droplet cells 6.5 µM: 704; MT stabilizer Hoechst-high %: 0.9; MT stabilizer cytotoxicity %: 8.1; Autophagy HCS cell loss 18 h: -15.8

Results for Cc1cc(C(=O)CN2C(=O)NC3(CCCc4sccc43)C2=O)c(C)n1-c1ccccc1 (centres undefined) ?
Yfh1-off respiration: inactive; P. falciparum M17LAP: -11.3%; Insulin prom up: -0.1; Lipid droplet: 8.8; Dynein transport: -0.356; MT stabilizer: 3.3; Autophagy HCS: inactive; M1AAP inhibition: 9.8%; CSM14.1 death rescue: -1.4%; Dynein transport cytoplasmic EGFP: -0.279; Dynein transport nuclear GR-EGFP: -0.518; Dynein transport cell count: 0.495; Insulin prom up cell count: 1125; Lipid droplet cells 6.5 µM: 644; MT stabilizer Hoechst-high %: 2.6; MT stabilizer cytotoxicity %: 4.3; Autophagy HCS cell loss 18 h: 2.9
